DRD3 agonist: qHTS of D3 Dopamine Receptor Agonist: qHTS; D(3) dopamine receptor (Homo sapiens), P35462; D3R DiscoveRx beta-arrestin cells, luminescence, 90 min; 0.58% of 410,000 active; max activation, %; AID 652048, 2013; in the data active means max activation above about 30%; further: 0% is about no effect; mostly tested at two doses, the higher about 12 µM
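Agonist-mode cell screen: cells plated at 1500/well and incubated overnight at 37 °C, then exposed to library compounds for 90 min at 37 °C. Detection reagent was added for 30–60 min at room temperature, and luminescence was read.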
Abeta rescue: qHTS for compounds that reverse cellular toxicity of Amyloid beta (A-beta) peptide in yeast: Primary Screen; 0.063% of 410,000 active; Potency, µM (highest dose often 46.1 µM), for inactives: at the highest dose growth rescue, most hits filed as activators; yeast expressing A-beta42, growth rescue, OD600, 48 h; response scale: 0% DMSO, 100% iron-clioquinol control; further: potency means the concentration at half of the fitted maximal effect; nearly all actives have a fitted effect of over 55% in size
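Yeast growth medium received pinned compounds, then yeast cells expressing toxic A-beta were added; plates incubated at 30 C for 48 hr. Growth read as absorbance at 600 nm, normalized to DMSO and equimolar FeCl3 plus clioquinol controls.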
TDP-43 yeast inh: qHTS of TDP-43 Inhibitors. 1.8% of 410,000 active. TDP-43 expressing yeast growth rescue, BacTiter-Glo, 24 h. Potency, µM (highest dose often 46.1 µM), for the others: at the top dose growth rescue (activation), actives largely listed as activators; further: potency means the concentration at half of the fitted maximal effect; % of control where 0% means no effect; nearly all actives have a fitted effect of over 50% in size
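Galactose-induced TDP-43 yeast, OD600=0.02, compound pinned; 24 hr, 30 deg C; BacTiter-Glo luminescence for growth. Inhibitors of TDP-43 toxicity read as activators.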
EPAC2 antag: qHTS for Antagonist of cAMP-regulated guanine nucleotide exchange factor 2 (EPAC2): primary screen; Rap guanine nucleotide exchange factor 4 (Homo sapiens), Q8WZA2; EPAC2 GEF exchange of Rap1B-BODIPY-GDP, fluorescence; Potency, µM (titrated, usually from 114 µM), inactives show at the highest dose activity, negative = inhibition, most hits filed as inhibitors; 0.18% of 360,000 active; AID 720708, 2013; further: potency means the concentration at half of the fitted maximal effect; on the % scale 0 is the no-effect control and ±100 the full control effect; nearly all actives have a fitted effect of over 45% in size; many of its hits are not listed in these tables
Target sequence (Q8WZA2 whole entry, looked up): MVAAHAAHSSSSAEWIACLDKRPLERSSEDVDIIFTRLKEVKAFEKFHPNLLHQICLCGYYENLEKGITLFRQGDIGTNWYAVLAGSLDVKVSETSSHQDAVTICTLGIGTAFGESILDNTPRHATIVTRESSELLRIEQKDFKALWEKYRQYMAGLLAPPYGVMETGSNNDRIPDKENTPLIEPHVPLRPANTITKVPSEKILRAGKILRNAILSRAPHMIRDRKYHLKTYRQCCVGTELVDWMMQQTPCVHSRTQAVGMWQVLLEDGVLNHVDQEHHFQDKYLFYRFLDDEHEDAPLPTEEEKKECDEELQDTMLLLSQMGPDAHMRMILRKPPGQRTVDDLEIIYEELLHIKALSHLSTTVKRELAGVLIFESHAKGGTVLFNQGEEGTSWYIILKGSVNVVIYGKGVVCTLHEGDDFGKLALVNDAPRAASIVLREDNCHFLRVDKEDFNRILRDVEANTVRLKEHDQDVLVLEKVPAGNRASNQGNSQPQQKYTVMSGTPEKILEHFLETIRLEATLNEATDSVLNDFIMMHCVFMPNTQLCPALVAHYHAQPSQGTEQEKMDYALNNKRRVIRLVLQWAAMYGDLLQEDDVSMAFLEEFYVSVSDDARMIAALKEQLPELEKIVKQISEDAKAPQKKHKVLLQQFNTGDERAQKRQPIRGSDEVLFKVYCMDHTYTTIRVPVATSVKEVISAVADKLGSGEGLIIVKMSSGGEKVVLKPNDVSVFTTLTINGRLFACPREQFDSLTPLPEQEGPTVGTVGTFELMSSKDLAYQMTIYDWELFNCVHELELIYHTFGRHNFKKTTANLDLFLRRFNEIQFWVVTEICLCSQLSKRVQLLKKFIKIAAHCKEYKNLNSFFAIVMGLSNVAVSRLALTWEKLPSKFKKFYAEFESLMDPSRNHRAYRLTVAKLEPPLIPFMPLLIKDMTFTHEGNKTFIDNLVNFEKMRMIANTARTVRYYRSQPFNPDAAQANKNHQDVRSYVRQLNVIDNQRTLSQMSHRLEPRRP
aSyn yeast inh: qHTS of alpha-syn Inhibitors | Yeast expressing alpha-synuclein, growth rescue, BacTiter-Glo, 24 h | Potency, µM (titrated, usually from 46.1 µM), for inactives: at the highest dose growth rescue (activation), hits mostly activators | 0.14% of 370,000 active; further: potency means the concentration at half of the fitted maximal effect; % of control where 0% means no effect; nearly all actives have a fitted effect of over 65% in size
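Screening used galactose-induced yeast with toxic alpha-synuclein levels, exposed to compound for 24 hr at 30 deg C. Cell growth, read with BacTiter-Glo luminescence, gave the measured signal.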
D3 antag: qHTS of D3 Dopamine Receptor Antagonist: qHTS. D(3) dopamine receptor (Homo sapiens), P35462. D3R cells, DiscoveRx beta-arrestin luminescence, antagonist mode; active compounds read low. max response, negative = inhibition, %. 2.5% of 360,000 active. AID 652054, 2013; in the data active means max response below about -50%; inconclusive means no clear call, values can overlap the other calls; further: on the % scale 0 is the no-effect control and ±100 the full control effect; mostly tested at two doses, the higher about 12 µM
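Cells expressing the human receptor were seeded at 1500 cells/well, incubated overnight at 37 degrees C in 5% CO2, then exposed to library compounds with dopamine controls for 90 minutes at 37 degrees C before luminescent detection.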
EPAC2 agonist: qHTS for Agonist of cAMP-regulated guanine nucleotide exchange factor 4 (EPAC2): primary screen | Rap guanine nucleotide exchange factor 4 (Homo sapiens), Q8WZA2 | EPAC2 activation, biochemical qHTS; response scale: 100% = 6.5 mM cAMP response | Potency, µM (top dose mostly 154 µM), for inactives: at the highest dose activation, usual class: activators | 0.079% of 360,000 active; further: potency means the concentration at half of the fitted maximal effect; nearly all actives have a fitted effect of over 50% in size
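Compounds were titrated in qHTS against a Rap1B-BODIPY-GDP (250 nM) complex with EPAC2 (100 nM) and GDP (50 uM). BODIPY-GDP release tracked at 480/540 nm over 30 min at room temperature, normalized to 6.5 mM cAMP.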
FUS yeast rescue: qHTS for Suppressors of FUS Proteinopathy: Primary screen using FUS-linked yeast assay. 0.24% of 390,000 active. Potency, µM (top dose mostly 76.6 µM), inactives show top-dose growth rescue (activation), usual class: activators. S. cerevisiae FUS-expressing, growth rescue, OD600, 24 h. AID 1347120, 2019;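 further: potency means the concentration at half of the fitted maximal effect; plate controls were DMSO vehicle for no effect and reference control for full effect; nearly all actives have a fitted effect of over 55% in size; some results filed as inactive show a strong effect at the top dose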
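Compound concentration series was pinned onto galactose-induced FUS-expressing yeast seeded at OD 0.005. Plates sat 24hr at 30C; absorbance at 600 nm gave growth. DMSO served as background control.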
Active calls of the source: *; u = inconclusive; x = not tested or not shown; [ ] = remark or other dose. Unless noted, the call rests on the fitted dose curve; in most records, active means well fitted curve in the direction sought with a large enough effect; inconclusive means small, poorly fitted or top-dose-only effect, or another doubt; inactive means no such curve, though single readings can be large; an effect the other way counts as inactive or inconclusive. A portion of the library; count on the stated rates, not on these rows.

Every second line gives: DRD3 agonist	Abeta rescue	TDP-43 yeast inh	EPAC2 antag	aSyn yeast inh	D3 antag	EPAC2 agonist	FUS yeast rescue
Cc1ccc(S(=O)(=O)N2C[C@H]3C(=O)C[C@@H](c4ccccc4)N(S(=O)(=O)c4ccccc4)[C@H]3C[C@H]2c2ccccc2)cc1
  8	2%	0%	32%[activator]	-1%	10	9%	44%
CC(NC1c2ccccc2-c2ccccc21)c1ccccc1 (stereo not given)
  -10	5%	0%	u	5%	-2	16%	11%
S=C(NCC1CCCO1)Nc1ccccc1 (stereo not given)
  8	13%	-16%	4%	-6%	0	5%	8%
Cc1ccc2c(C)c(C(=O)N3CCCC(C(N)=O)C3)oc2c1C (stereo not given)
  -2	0%	-6%	-1%	-5%	u	9%	14%
Cc1ccc(Cl)cc1NC(=O)Cn1ncc2c(C)n(Cc3ccccc3F)c(C)c2c1=O
  -2	-5%	23%	x	x	x	x	26%
O=C1CNC(=S)N1CCCc1ccccc1
  28	29%	24%	-1%	7%	0	0%	10%
COc1ccc(NC(=O)CN(c2cc(C)cc(C)c2)S(=O)(=O)c2c(C)n[nH]c2C)cc1
  -12	-15%	-40%[inhibitor]	1%	15%	-6	-1%	-25%
COc1ccc(C(C(=O)NC2CCCC2)N(CC2CCCO2)C(=O)Cn2nnc(-c3ccc(C)o3)n2)cc1 (stereo not given)
  -11	-1%	-9%	2%	1%	-13	-3%	-7%
O=C(Nc1ccc(Cc2ccncc2)cc1)c1cccs1
  31*	3%	-5%	0%	-5%	-19	-3%	1%
COc1ccc(/C=C/C(=O)OCC(=O)NCc2cccs2)cc1OC
  6	1%	u	-4%	2%	3	-1%	x
CCOc1ccccc1Oc1cn[nH]c1-c1ccc(OCC(=O)NN)cc1O
  5	-10%	9%	-11%	-2%	5	2%	u
CC(=O)Nc1c2c3c(cccc3n(C)c1=O)C(=O)c1ccccc1-2
  -15	-8%	-23%	13%	-3%	-51*	1%	2%
CC(C(=O)NCCCc1ccccc1)c1ccc([N+](=O)[O-])cc1 (stereo not given)
  -10	5%	4%	-2%	-2%	-23	16%	14%
CCOC(=O)C1(Cc2ccccc2C)CCCN(C(=O)c2ccoc2)C1 (stereo not given)
  -6	-6%	2%	1%	3%	-15	-8%	17%
O=C(COC(=O)CCc1nc2ccccc2c(=O)[nH]1)Nc1ccccc1
  8	4%	-14%	-6%	0%	9	5%	-8%
Cc1cc(C)n(/N=C/c2c[nH]c3ccccc23)c(=O)c1C#N
  -7	-9%	-25%	12%	-2%	u	0%	5%
Cc1ccc(NNC(N)=S)cc1Cl
  -1	u	u	3%	-32%[inhibitor]	11	6%	-3%
NS(=O)(=O)c1ccc(NC(=O)c2ccccc2Cl)cc1
  -1	3%	-7%	-6%	-3%	0	1%	2%
CC1(CC(=O)N/N=C/c2cc([N+](=O)[O-])c(O)cc2O)OCCO1
  -11	-75%[inhibitor]	-63%[inhibitor]	-7%	-31%[inhibitor]	-23	1%	8%
Cc1cc(S(=O)(=O)N2CCOCC2)ccc1NC(=O)c1ccc(F)cc1
  1	10%	-20%	-4%	-3%	-16	10%	9%
O=C(c1cc(-c2cccs2)on1)N1CCN(C(c2ccccc2)c2ccccc2)CC1
  0	-14%	5%	4%	8%	14	7%	12%
COc1ccc(OCC#CCN2CC(C)OC(C)C2)cc1 (stereo not given)
  6	5%	-11%	-8%	-13%	-16	10%	-9%
CNc1ccc(/C=C\CCCO)cn1
  4	-17%	24%	7%	-2%	6	4%	-18%
Cc1[nH]n(C2=NCCS2)c(=O)c1N=Nc1cccc(C(F)(F)F)c1
  0	u	u	2%	u	7	-5%	-3%
CS/C(=C\C(=O)c1ccco1)Nc1ccccc1Cl
  0	-58%[inhibitor]	u	u	-23%	1	17%	4%
CCOC(=O)c1ccc(NC(=O)CN(C)S(=O)(=O)c2ccc(OC)cc2)cc1
  -1	19%	-11%	4%	-10%	13	1%	1%
COc1cc(-c2nc3cnccn3c2Nc2c(C)cccc2C)ccc1O
  7	-10%	-8%	-4%	-9%	14	1%	2%
COc1cccc(/C=N/NC(=O)C(=O)NCc2cccnc2)c1
  19	15%	0%	2%	-1%	15	-6%	-14%
COc1ccc(S(=O)(=O)N2CCCC(C(=O)NCc3ccco3)C2)cc1Cl (stereo not given)
  13	1%	-6%	-3%	6%	-6	15%	4%
CNC(=O)Cn1cc(S(=O)(=O)Cc2ccccc2F)c2ccccc21
  3	-2%	u	x	x	x	x	5%
COc1ccc(-n2c(Cc3cccn3C)nnc2SCC(=O)NC2CCCCC2)cc1
  -7	0%	6%	28%	1%	0	11%	5%
O=C(NCc1ccccc1)c1onc(CSc2ccncc2)c1C(=O)NCc1ccccc1
  -2	-3%	8%	-16%	-9%	-19	-5%	-21%
CCOc1ccc(NC(=S)NC(=O)c2c(Cl)cnn2CC)c([N+](=O)[O-])c1
  -6	10%	5%	0%	2%	-19	2%	x
Cc1ccc(C)c(OCC(O)CN2CCC(C)CC2)c1C (stereo not given)
  -14	10%	-1%	4%	2%	u	2%	3%
COc1ccc(-c2nn3c(=O)cc(CN4CCN(C(=O)Nc5ccc(C)c(Cl)c5)CC4)nc3s2)cc1
  9	-20%	8%	x	x	x	x	11%
COC(=O)[C@@H]1CCCN1Cc1c(C(=O)N2CCCCC2)nc2c(C)cccn12
  0	-6%	-15%	2%	-2%	-6	3%	0%
COc1ccccc1C(CNC(=O)c1ccc(NS(=O)(=O)c2ccc3c(c2)OCCO3)cc1)N(C)C (stereo not given)
  -10	-14%	-15%	-6%	-16%	1	8%	27%
CCC(C)NC(=O)C1CCN(S(=O)(=O)c2ccc(-n3cnnn3)cc2)CC1 (stereo not given)
  3	7%	3%	-6%	6%	2	6%	3%
COc1ccc(N(C)S(=O)(=O)c2cccc(C(=O)OCC(=O)c3c(N)n(C)c(=O)n(C)c3=O)c2)cc1
  23	-6%	4%	0%	-1%	12	5%	x
O=C(c1ccc(S(=O)(=O)Nc2ccccc2F)cc1)N1CCN(c2ccccn2)CC1
  21	0%	10%	6%	-1%	17	7%	-21%
O=C(O)c1ccc(Cl)c(NC(=S)NC(=O)c2ccccc2[N+](=O)[O-])c1
  -9	-16%	16%	23%	-8%	-17	10%	12%
CN1CCCC(OC(=O)c2cc(F)c(F)c(F)c2F)C1 (stereo not given)
  3	3%	5%	1%	-1%	6	3%	10%
Cn1c2c(c(=O)n(C)c1=O)C(C(F)(F)F)(C(F)(F)F)N=C(CCC1CCCCC1)N2
  15	-10%	5%	-20%	-20%	23	5%	u
O=C(c1ccccc1F)N1CCN(c2ccc([N+](=O)[O-])cc2-n2cccc2)CC1
  -7	-10%	u	-16%	11%	u	5%	u
N#Cc1nc(Cc2ccccc2)oc1N1CCN(c2cccc(Cl)c2)CC1
  8	-4%	-16%	2%	-11%	-6	1%	10%
COc1ccc(Cn2c(=O)[nH]c3cc(C(=O)NCCCN4CCCCC4)ccc3c2=O)cc1
  0	16%	8%	6%	-10%	-21	-5%	2%
O=C1C2CCCN2C(c2cccs2)N1c1ccc(Cl)cc1 (stereo not given)
  -4	9%	-1%	1%	-1%	2	12%	57%
Cn1c(SCC(=O)Nc2cccnc2Cl)nnc1-c1ccco1
  0	-7%	-16%	-2%	13%	12	2%	-3%
COc1ccc(C(=O)Nc2ccccc2C(=O)NC(Cc2c[nH]c3ccccc23)C(=O)O)cc1 (stereo not given)
  6	-5%	6%	-2%	-1%	-13	-7%	15%
O=C(NCc1ccc2c(c1)OCO2)c1ccc(Cl)nc1
  -1	-25%	-24%	-3%	-8%	5	14%	13%
CSCSC1=C(C#N)C(c2ccccc2Cl)C(C(C)=O)=C(C)N1 (stereo not given)
  -7	16%	-5%	-15%	-16%	8	11%	22%
COCCCNC(=O)NC(CCC(C)C)c1c(-n2cccc2)sc2c1CCN(C)C2 (stereo not given)
  -11	-13%	13%	x	x	x	x	20%
CCN(CC)CCNS(=O)(=O)c1ccc(OC)c(Br)c1
  0	15%	2%	3%	2%	-10	3%	-1%
CCCn1nnnc1SCC(=O)NCc1ccc2c(c1)OCO2
  -3	8%	-3%	4%	3%	4	-1%	3%
CCN(C(=O)c1cc(Cl)ccc1OC)c1ccccc1C
  1	-3%	10%	4%	13%	0	2%	-1%
CC(OC(=O)c1ccc(Br)o1)C(=O)Nc1ccc2c(c1)OCCO2 (stereo not given)
  -2	-18%	6%	9%	-2%	4	2%	-18%
COc1ccc(C(=O)NCC(=O)Nc2ccccc2)cc1OC
  -8	-5%	-15%	11%	-6%	-7	3%	16%
O=C(COc1ccc(-c2nnco2)cc1)Nc1ccc(F)c(Cl)c1
  -11	-4%	-3%	0%	1%	-1	5%	-6%
COc1ccc(N2CCN(S(=O)(=O)c3ccc4oc(=O)ccc4c3)CC2)cc1
  2	-3%	6%	1%	0%	7	0%	7%
O=S(=O)(/N=C(\c1ccccc1F)N1CCCCC1)c1ccccc1
  19	-9%	-24%	2%	3%	18	4%	x
O=C(CCn1nnnc1CN1CCOCC1)N1CCC(c2ccccc2Cl)C1 (stereo not given)
  -1	8%	14%	8%	13%	12	4%	12%

A draw from above in order of number of heavy atoms, falling:
Every second line gives: DRD3 agonist	Abeta rescue	TDP-43 yeast inh	EPAC2 antag	aSyn yeast inh	D3 antag	EPAC2 agonist	FUS yeast rescue
O=C(CCn1nnnc1CN1CCOCC1)N1CCC(c2ccccc2Cl)C1 (stereo not given)
  -1	8%	14%	8%	13%	12	4%	12%
COc1ccc(/C=C/C(=O)OCC(=O)NCc2cccs2)cc1OC
  6	1%	u	-4%	2%	3	-1%	x
O=C(COc1ccc(-c2nnco2)cc1)Nc1ccc(F)c(Cl)c1
  -11	-4%	-3%	0%	1%	-1	5%	-6%
